From PubChem BioAssay
Siah-1 displacement = Siah-1 peptide-binding antagonists, primary screen, biochemical, fluorescence polarization, rhodamine-plectin, uHTS (AID 1817); E3 ubiquitin-protein ligase SIAH1 (Homo sapiens); Siah-1 / rhodamine-plectin peptide fluorescence polarization; higher % means a stronger effect; displacement, % at 20 µM, or IC50 in µM where a hit was titrated; 0.02% of 290,000 active;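 active = displacement of at least 50% at 20 µM, with a fluorescence ratio check between 0.3 and a set limit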;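 note: plate controls were Siah plus tracer with DMSO for no effect and tracer alone without Siah for full effect; strong numbers were not always called active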
WT yeast gro inh = growth inhibition of WT strain, primary screen, mitochondrial fusion inhibitor project, WT and mutant strains, chemical genetic; inhibition, % at 10 µM; AID 1362, 2008; mitochondrial fusion phenotypic screen; 2.1% of 190,000 active; in the data active = inhibition above about 58%; tested in S. cerevisiae
RSV CPE inhibition = RSV antiviral activity via CPE protection, HEp-2 cells, primary 10 µM value included (AID 2391); HEp-2 cells, RSV-induced CPE inhibition; higher % means a stronger effect; CPE inhibition, % at 10 µM; hits with a dose series show IC50 in µM; 0.13% of 310,000 active; in the data active = a potency from the dose series; inconclusive = CPE inhibition mostly from about 23% at the one dose, without a potency; inactive = the rest, 99 in 100 with CPE inhibition below about 21%; note: strong numbers were not always called active
Myeloid diff MLP = induction of myeloid progenitor differentiation, primary screen, cell-based, flow cytometry, MLPCN library | ER-HoxA9 myeloid progenitors, lysozyme-GFP differentiation | calls only at 10 µM | 1% of 360,000 active;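 active = normalized GFP-positive differentiation at or above the plate's own cutoff, the solvent-only control mean plus 3 SD; inconclusive = no clear call, values can overlap the other calls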;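 note: cells exposed to compound for four days before flow analysis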
human PMI inhibition = inhibitors of human PMI, primary screen, biochemical, fluorescence intensity, coupled assay (AID 1209); Mannose-6-phosphate isomerase (Homo sapiens); purified PMI enzyme, coupled fluorescence intensity; higher % means a stronger effect; inhibition, % at 20 µM, or IC50 in µM where a hit was titrated; 0.42% of 190,000 active;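 note: plate controls were DMSO vehicle for no effect and wells lacking substrate for full effect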
PMI inhibition = human PMI inhibitors, high substrate, primary screen, biochemical, fluorescence intensity, high mannose 6-phosphate (AID 1220); 0.66% of 190,000 active; inhibition, % at 20 µM, or IC50 in µM where a hit was titrated; recombinant PMI enzyme, coupled fluorescence intensity; higher % means a stronger effect; Mannose-6-phosphate isomerase (Homo sapiens)
TNAP activators = human TNAP enzyme activators, primary screen, biochemical, luminescent, no phosphate acceptor, uHTS (AID 1001) | Alkaline phosphatase, tissue-nonspecific isozyme (Homo sapiens) | purified TNAP, luminescent activation assay, no phosphate acceptor; higher activation fold means a stronger effect | activation fold at 20 µM; hits with a dose series show EC50 in µM | 0.03% of 200,000 active; in the data active = activation fold from about 3, or a potency from the dose series; inactive = the rest, 99 in 100 with activation fold below about 1.6; note: many of its hits are not listed in these tables
Salmonella PhoP GFP = inhibitors of PhoP regulon expression, primary screen, Salmonella Typhimurium, GFP reporter (AID 1863); S. Typhimurium PhoP-regulated promoter GFP reporter, 4 h; higher % means a stronger effect; inhibition, % at 50 µM, or IC50 in µM where a hit was titrated; 0.16% of 300,000 active;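 active = inhibition over 29.93%, a cutoff 3 SD above the screen mean, later confirmed by dose response; inconclusive = inhibition over 29.93% but no dose response follow-up; inactive = inhibition at most 29.93% or unconfirmed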;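 note: 0% = low Mg2+ inducing control and 100% = high Mg2+ repressing control; strong numbers were not always called active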
XIAP displacement = XIAP antagonists, biochemical, IAP family, fluorescence polarization (AID 1018); E3 ubiquitin-protein ligase XIAP (Homo sapiens); XIAP BIR domain, fluorescence polarization peptide displacement; higher % means a stronger effect; displacement, % at 20 µM; hits with a dose series show IC50 in µM; 0.007% of 200,000 active; in the data active = displacement above about 50%; note: a part of the inactive calls stands beside numbers as strong as those of hits
WT yeast gro inh mutant strain = recorded beside WT yeast gro inh, whose call it bears; inhibition, %; mitochondrial fusion phenotypic screen, mutant strain inhibition
Myeloid diff MLP GFP+ MAC1+ % = also measured in Myeloid diff MLP; calls as there; GFP+ MAC1+ double positive, %; measured here: differentiation confirmed by MAC1 staining
* = called active by the depositor; i = inactive; ? = inconclusive; nt = not tested or not shown; + = active, no number. Cut-off read from the data, not from the text of the source, unless noted: active = inhibition above about 50%; inactive = the rest. Outcome played no part in choosing rows; 3.1% or so of the library scored in one or more.

SMILES | Siah-1 displacement | WT yeast gro inh | WT yeast gro inh mutant strain | RSV CPE inhibition | Myeloid diff MLP | Myeloid diff MLP GFP+ MAC1+ % | human PMI inhibition | PMI inhibition | TNAP activators | Salmonella PhoP GFP | XIAP displacement
Cc1ccccc1Nc1nc(N)nc(CSc2nnc(C)n2C)n1 | 1% | -1 | 12 | -1.1% | i | 0.1 | -8% | -1% | 1.1 | -7% | -14%
Cc1cc(Nc2cccc(Cl)c2Cl)n2ncnc2n1 | 0% | nt | nt | 5.7% | i | 0.4 | nt | nt | nt | 0% | nt
N#CC1CC(c2ccc([N+](=O)[O-])cc2)=NN1c1ccc([N+](=O)[O-])cc1 (stereo not given) | -1% | 11 | -6 | 6.4% | + | 0.8* | -33% | -20% | 0.9 | 10% | -2.9%
c1ccc(-n2nnnc2SCc2ccccn2)cc1 | -1% | 2 | 11 | 0.7% | i | 0.6 | 7% | 5% | 1.1 | -11% | -5.9%
CCOC(=O)c1[nH]c2cc3c(cc2c1NC(=O)CN1CCc2ccccc2C1)OCO3 | -5% | 4 | -12 | -0.4% | i | 1.1 | -2% | 7% | 1 | -9% | -12%
O=C(NCC1CCCO1)C1CCN(C2CCN(Cc3cccs3)CC2)CC1 (stereo not given) | 2% | nt | nt | -0.8% | i | 0.2 | nt | nt | nt | -12% | nt
Cc1ccccc1OCC(=O)NCCCNC(=O)c1ccncc1 | -2% | nt | nt | 0.4% | i | 0.5 | nt | nt | nt | 1% | nt
COC(=O)c1[nH]c2ccc(Br)cc2c1NC(=O)CN1CCCCC1CCO (stereo not given) | 0% | 3 | 3 | 9.7% | i | 0.9 | 3% | 1% | 1 | -6% | 0.1%
CC(=O)c1cc(C)ccc1OC(=O)c1cccnc1 | 0% | 20 | 2 | 0.8% | i | 0.5 | 8% | 6% | 1 | 13% | 0.2%
COc1cccc(NC(=O)CS(=O)(=O)c2cccc3nsnc23)c1 | -9% | nt | nt | -0.6% | i | 1.0 | nt | nt | nt | 6% | nt
Cn1cnnc1SCc1ccc(C(=O)NN)cc1 | 6% | 20 | 4 | 1.6% | i | 0.8 | -16% | -8% | 1.1 | 3% | -3.4%
COc1ccc(-n2ncc3c(=O)n(CC(=O)N(C(C)C)C(C)C)cnc32)cc1 | 8% | nt | nt | -0.6% | i | 0.5 | nt | nt | nt | 4% | nt
CCOc1cc(/C=N/O)cc(Br)c1OC | 3% | -2 | -20 | 4.2% | i | 8.0 | -2% | 2% | 1.2 | 10% | -3.7%
COc1ccc(C(=O)NCC(=O)Nc2ccc(F)cc2)cc1OC | 2% | -1 | 5 | -0.4% | i | 1.3 | -5% | -5% | 1.1 | -4% | -3.3%
COc1ccc2oc(=Nc3ccc(C(=O)O)cc3)c(C(=O)NCc3ccco3)cc2c1 | 8% | 1 | 7 | -2.1% | i | 0.2 | -8% | -6% | 1.1 | -8% | -7.7%
CC(NC(=S)NC1CCCCC1)C(c1cccs1)N1CCOCC1 (stereo not given) | 11% | nt | nt | -0.2% | i | 0.9 | nt | nt | nt | -6% | nt
O=C1C2C3C=CC(CC3)C2C(=O)N1/N=C/c1ccco1 (stereo not given) | 5% | -15 | 4 | 0.8% | i | 0.1 | -8% | -9% | 1.1 | 1% | -6.3%
CCCCn1c(CCNC(=O)CCC)nc2ccccc21 | 3% | 10 | 7 | 2.7% | i | 2.2 | 14% | 14% | 1.1 | -1% | -4.6%
CCc1ccc(OCc2nnc(SCC(=O)Nc3cccc(C(=O)N4CCOCC4)c3)o2)cc1 | 23% | -17 | -3 | 1.6% | i | 0.0 | -8% | 1% | 1.1 | -31% | 2.7%
Cc1ccccc1NC(=S)/C(=C(\[O-])c1cc(C)n(Cc2ccccc2Cl)c1C)[n+]1ccccc1 | 20% | 27 | 16 | 3.4% | i | 0.5 | 9% | 21% | 1.1 | -10% | -4.8%
Cc1sc2ncnc(NCC3COc4ccccc4O3)c2c1C (stereo not given) | 2% | 6 | 8 | 4.7% | + | 4.2* | 16% | 1% | 1.2 | 1% | -12%
Cc1sc(NC(=O)/C=C/c2ccco2)c(C(=O)OC(C)C)c1C | -2% | -4 | 13 | 2.7% | i | 0.3 | 10% | 3% | 1 | -17% | -2.5%
COc1cccc(NC(=S)NC2CC3CCCC(C2)N3C2CCCC2)c1 (stereo not given) | -2% | -28 | -13 | -1.0% | i | 0.3 | 17% | 22% | 1.3 | -7% | -5.3%
Cc1cc(C)nc(SCc2nnc(SCC(=O)Nc3nc(-c4ccccc4)cs3)n2-c2ccccc2)n1 | -2% | 2 | 0 | 16% | i | 1.2 | 21% | 12% | 1 | -10% | -7.7%
CCOc1nc(NCCN2CCOCC2)nc(NC(C)C)n1 | 20% | -6 | 6 | 0.6% | i | 1.2 | -7% | -2% | 1.1 | 7% | -2.0%
COc1cc(OC)c2c(-c3ccccc3)cc(=O)oc2c1C(CC(=O)N1CCCC1)c1ccc2c(c1)OCO2 (stereo not given) | 36% | nt | nt | 7.3% | i | 2.0 | nt | nt | nt | 1% | nt
COc1ccc(NC(=O)c2cccs2)cc1 | -2% | 5 | -7 | 1.4% | i | 0.9 | 4% | 4% | 1.1 | 0% | -0.4%
Cc1ccc2c(c1)-c1c(ssc1=S)C(C)(C)N2C(=O)CN1C(=O)c2ccccc2C1=O | -6% | 29 | -1 | 2.3% | i | 1.1 | 7% | 2% | 1 | 1% | 0.9%
COc1ccccc1Nc1ncnc2sccc12 | -5% | nt | nt | -0.4% | i | 0.5 | nt | nt | nt | 1% | nt
Cc1cc(NC(=O)CSc2nnc(C3COc4ccccc4O3)o2)no1 (stereo not given) | -5% | -9 | -6 | 1.0% | i | 0.5 | -8% | 7% | 1.1 | 1% | 0.1%
Cc1ccc(/C=N/NC(=O)Cn2nccc2C)o1 | -1% | 18 | 2 | 1.1% | i | 1.3 | 7% | 6% | 1 | 0% | -6.0%
Cc1nc2ccccn2c1C(=O)NC1CCCCC1 | -5% | 9 | -8 | 0.6% | i | 1.0 | 0% | -3% | 1.1 | 7% | -3.4%
COc1cccc(NC(=S)N(CCc2c(C)[nH]c3ccc(C)cc23)Cc2cccs2)c1 | -9% | 21 | -8 | 35% | i | 1.9 | 0% | -4% | 1 | -2% | -9.0%
O=[N+]([O-])c1cccc2c(N3CCCC3)ccnc12 | 2% | 9 | 6 | 0.7% | ? | nt | 4% | 8% | 1 | -7% | -4.9%
OCc1ccccc1NC(=S)Nc1cccnc1 | 1% | 7 | 0 | -0.8% | i | 0.6 | -5% | -3% | 1.2 | -1% | -1.6%
CC1(C(=O)Nc2ccc3c(c2)OCCO3)CC1(Cl)Cl (stereo not given) | 9% | nt | nt | 1.9% | i | 1.0 | nt | nt | nt | 2% | nt
CSc1cccc(NC(=O)/C=C/c2ccc(Cl)cc2)c1 | 3% | 30 | -51 | ? | i | 0.3 | 14% | 10% | 1.1 | 8% | -3.6%
O=c1c2cnn(-c3ccccc3)c2ncn1CCc1ccccc1 | 4% | 13 | 18 | 1.7% | i | 0.3 | 10% | 4% | 1 | 2% | -7.1%
COc1ccc(CCn2nnnc2C(c2ccc(Cl)cc2)N2CCN(C)CC2)cc1OC (stereo not given) | 6% | 6 | -5 | 0.5% | i | 0.8 | 2% | 1% | 1.1 | -1% | -2.5%
CC1=C(C(=O)OC(C)C)C(c2cccc(F)c2)n2ncnc2N1 (stereo not given) | 4% | 14 | -2 | 0.2% | i | 2.4 | 11% | 12% | 1.1 | -14% | -0.6%
O=C(Nc1ccccc1)N1CCN(Cc2ccc(Cl)cc2)CC1 | 1% | 8 | 22 | 2.4% | i | 0.3 | 6% | 6% | 1.1 | -1% | -5.4%
CCCOC(=O)c1cc(=O)[nH]c2ccccc12 | 1% | -16 | -15 | 17% | i | 0.6 | -2% | 11% | 1.1 | 4% | -4.0%
CO/N=C/NC(=O)c1ccc([N+](=O)[O-])c(CS(=O)(=O)c2ccc(Cl)cc2)c1 | 4% | -7 | 1 | 0.7% | i | 1.1 | 2% | -2% | 1.1 | 5% | -4.0%
CCOC(=O)c1cccc(NS(=O)(=O)c2c(C)[nH]c(C)c2C(=O)N2CCCC2)c1 | 0% | nt | nt | 1.7% | i | 1.9 | nt | nt | nt | -12% | nt
CCOC(=O)N1CCN(C(=O)c2ccc(OCC)c(OCC)c2)CC1 | 0% | -17 | -6 | 1.7% | i | 0.7 | 1% | -5% | 1.1 | -4% | -5.0%
O=C(NCCOC(=O)c1c(F)cccc1Cl)c1c(F)cccc1Cl | 12% | nt | nt | 4.5% | i | 0.8 | nt | nt | nt | -2% | nt

Part of the list above, tab-delimited:
Compound	Siah-1 displacement	WT yeast gro inh	WT yeast gro inh mutant strain	RSV CPE inhibition	Myeloid diff MLP	Myeloid diff MLP GFP+ MAC1+ %	human PMI inhibition	PMI inhibition	TNAP activators	Salmonella PhoP GFP	XIAP displacement
O=c1c2cnn(-c3ccccc3)c2ncn1CCc1ccccc1	4%	13	18	1.7%	i	0.3	10%	4%	1	2%	-7.1%
COc1ccc(CCn2nnnc2C(c2ccc(Cl)cc2)N2CCN(C)CC2)cc1OC (stereo not given)	6%	6	-5	0.5%	i	0.8	2%	1%	1.1	-1%	-2.5%
CC1=C(C(=O)OC(C)C)C(c2cccc(F)c2)n2ncnc2N1 (stereo not given)	4%	14	-2	0.2%	i	2.4	11%	12%	1.1	-14%	-0.6%
O=C(Nc1ccccc1)N1CCN(Cc2ccc(Cl)cc2)CC1	1%	8	22	2.4%	i	0.3	6%	6%	1.1	-1%	-5.4%
CCCOC(=O)c1cc(=O)[nH]c2ccccc12	1%	-16	-15	17%	i	0.6	-2%	11%	1.1	4%	-4.0%
CO/N=C/NC(=O)c1ccc([N+](=O)[O-])c(CS(=O)(=O)c2ccc(Cl)cc2)c1	4%	-7	1	0.7%	i	1.1	2%	-2%	1.1	5%	-4.0%
CCOC(=O)c1cccc(NS(=O)(=O)c2c(C)[nH]c(C)c2C(=O)N2CCCC2)c1	0%	nt	nt	1.7%	i	1.9	nt	nt	nt	-12%	nt
CCOC(=O)N1CCN(C(=O)c2ccc(OCC)c(OCC)c2)CC1	0%	-17	-6	1.7%	i	0.7	1%	-5%	1.1	-4%	-5.0%
